KDM5B inhibitor = KDM5B demethylase inhibition; KDM5B demethylase, FDH-coupled NADH fluorescence (FDH is formaldehyde dehydrogenase); Potency, µM (titrated, usually from 57.7 µM), inactives show at the highest dose activity change, negative = inhibition, actives largely listed as inhibitors; 2.6% of 220,000 active; active means well fitted inhibition curve with a large enough effect; inconclusive means small, poorly fitted or top-dose-only effect; inactive means no such curve, though single readings can be large or run the other way; further: 0% is about no effect; nearly all actives have a fitted effect of over 70% in size
Target sequence (Q9UGL1 whole entry, looked up): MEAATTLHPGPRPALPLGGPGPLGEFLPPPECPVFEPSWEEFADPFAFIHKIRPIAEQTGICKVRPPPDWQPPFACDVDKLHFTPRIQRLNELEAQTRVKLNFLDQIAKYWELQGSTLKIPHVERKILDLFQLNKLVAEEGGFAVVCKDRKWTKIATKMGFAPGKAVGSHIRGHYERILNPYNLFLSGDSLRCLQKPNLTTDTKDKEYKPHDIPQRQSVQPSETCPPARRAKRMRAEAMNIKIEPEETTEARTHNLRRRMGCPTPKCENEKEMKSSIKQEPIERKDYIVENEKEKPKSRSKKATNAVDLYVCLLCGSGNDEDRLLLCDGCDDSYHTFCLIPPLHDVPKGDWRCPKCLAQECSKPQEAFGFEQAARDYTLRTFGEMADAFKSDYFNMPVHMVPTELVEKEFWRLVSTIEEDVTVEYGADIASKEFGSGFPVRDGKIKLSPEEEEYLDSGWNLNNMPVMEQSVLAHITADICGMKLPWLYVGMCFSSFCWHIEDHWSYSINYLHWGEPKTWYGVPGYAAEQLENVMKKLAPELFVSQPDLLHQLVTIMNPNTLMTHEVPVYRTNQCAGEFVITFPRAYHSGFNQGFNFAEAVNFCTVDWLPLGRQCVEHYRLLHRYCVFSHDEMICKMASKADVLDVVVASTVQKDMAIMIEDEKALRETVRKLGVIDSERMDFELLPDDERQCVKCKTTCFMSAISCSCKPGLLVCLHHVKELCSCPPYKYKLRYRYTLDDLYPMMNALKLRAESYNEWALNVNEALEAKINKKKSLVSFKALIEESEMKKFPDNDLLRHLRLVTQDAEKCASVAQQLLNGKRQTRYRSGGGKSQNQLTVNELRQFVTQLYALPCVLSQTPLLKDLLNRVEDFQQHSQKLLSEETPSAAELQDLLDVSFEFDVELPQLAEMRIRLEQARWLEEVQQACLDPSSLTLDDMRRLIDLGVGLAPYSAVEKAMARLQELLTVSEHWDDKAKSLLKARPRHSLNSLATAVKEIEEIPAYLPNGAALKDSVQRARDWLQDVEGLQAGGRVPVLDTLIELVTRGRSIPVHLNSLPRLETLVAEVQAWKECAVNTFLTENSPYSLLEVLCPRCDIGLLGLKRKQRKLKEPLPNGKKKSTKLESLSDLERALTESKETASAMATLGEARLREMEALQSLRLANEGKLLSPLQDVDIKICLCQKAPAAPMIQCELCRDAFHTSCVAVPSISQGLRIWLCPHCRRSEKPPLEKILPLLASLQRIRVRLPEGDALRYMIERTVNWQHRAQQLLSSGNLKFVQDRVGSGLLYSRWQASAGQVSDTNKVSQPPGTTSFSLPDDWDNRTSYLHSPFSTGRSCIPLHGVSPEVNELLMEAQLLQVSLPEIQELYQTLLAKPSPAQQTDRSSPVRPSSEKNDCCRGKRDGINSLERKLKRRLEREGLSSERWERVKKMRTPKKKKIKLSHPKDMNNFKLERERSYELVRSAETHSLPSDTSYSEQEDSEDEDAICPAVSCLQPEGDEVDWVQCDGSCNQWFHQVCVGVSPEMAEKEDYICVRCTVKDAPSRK
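Here, H3K4me3 peptide (12.5 µM in substrate mix) is demethylated by KDM5BΔAP, 200 nM final, after 10 min compound exposure. Formaldehyde product is coupled through FDH (0.25 U/mL in mix) to NADH fluorescence; 30-min ΔRFU feeds dose-response curves.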
An asterisk follows results filed as active; ? = inconclusive; & = joins results of further samples; [ ] = remark or other dose. Potency means the concentration at half of the fitted maximal effect. Only part of the results is shown; the hit share may differ from the screen's.

SMILES	KDM5B inhibitor
CCOc1ccc(-n2c(C)nc3c(cnn3-c3ccc(C)cc3)c2=O)cc1	17%
CC(C)OCCCn1c(SCC(N)=O)nc2c(sc3ccccc32)c1=O	?
Cc1cccc(N2CCN(C(=O)C3CCC(CNS(=O)(=O)c4cccs4)CC3)CC2)c1C (stereo not given)	-10%
Cc1ccc(C)c(NS(=O)(=O)c2ccc3c(c2)CCCN3C(=O)C2CCC2)c1	-8%
CCOc1ccc(CN(C(=O)c2cc3ccccc3oc2=O)C2CCS(=O)(=O)C2)cc1 (stereo not given)	10%&-2%
Cc1cc(C(=O)N2CC(Oc3ccc(-c4nc(-c5ccccc5)no4)cc3)C2)nn1C	-25%
CCCCOc1ccc(CNC(=O)CCCN2C(=O)CSc3c2c(C)nn3-c2ccccc2)cc1	-15%
CC(C)(C)c1cc(NC(=O)c2ccc(OC3CCCC3)cc2)no1	12%
CCOC(=O)c1nc2ccccc2nc1NCCc1ccc(OCC)c(OCC)c1	24%
CC1Oc2ccc(NC(=O)c3ccccc3Cl)cc2CN(Cc2ccccc2F)C1=O (stereo not given)	-21%
Nc1c(F)cc(F)cc1-c1ccccc1	?
O=C(Nc1cccc2cccnc12)c1ccc(N2CCCC2)c([N+](=O)[O-])c1	12%
COc1cc(NC(=O)c2c(OC)cc(=O)n3c2CCCC3)cc(OC)c1OC	-16%
Cc1ccc(-c2cc(C(=O)OCC(=O)NCC(C)C)c3ccccc3n2)o1	?
COC(=O)[C@H](C(C)C)N(CCCc1cn(Cc2ccc(C)cc2)nn1)S(=O)(=O)c1ccc(F)cc1Br	-7%
O=C(Cn1nc2c(cc1=O)CCCCC2)Nc1ccccc1	30%[activator]
N#C/C(=C\c1ccc(-c2cccc(C(=O)O)c2)o1)C(=O)N1CCOCC1	-25%
c1ccc2c(-c3csc(NC4CC4)n3)c[nH]c2c1	-15%
COc1cccc(CNC(=O)N2CCN(C(=O)c3ccccc3)CC2)c1	-3%
COC(=O)c1sc(-c2ccc(Cl)cc2)cc1N	-3%
CCCCCOc1ccc(/C=C/C(=O)c2ccc(O)cc2)cc1OC	?
CC(=O)Nc1ccc(S(=O)(=O)NCC2CCC(C(=O)NCCc3ccccc3)CC2)cc1 (stereo not given)	-3%&6%
CCn1ccc(C(=O)N2C[C@@H](Oc3ccccc3)C[C@H]2C(=O)NC2CC2)n1	-29%
CCN(CC)C(=O)C(C)[C@@H]1CC[C@@]2(C)CC[C@H](NC(C)=O)[C@@H](C)[C@@H]2[C@H]1O (stereo not given in full)	-29%[86.2 µM]
COCC1CN(C)CC12CCN(C(=O)c1cc(Cl)ccc1OC)CC2 (stereo not given)	?

Arranged by SMILES length (low to high): part of the list above.
SMILES	KDM5B inhibitor
O=C(Cn1nc2c(cc1=O)CCCCC2)Nc1ccccc1	30%[activator]
CC(C)(C)c1cc(NC(=O)c2ccc(OC3CCCC3)cc2)no1	12%
CC(C)OCCCn1c(SCC(N)=O)nc2c(sc3ccccc32)c1=O	?
CCOC(=O)c1nc2ccccc2nc1NCCc1ccc(OCC)c(OCC)c1	24%
CCOc1ccc(CN(C(=O)c2cc3ccccc3oc2=O)C2CCS(=O)(=O)C2)cc1 (stereo not given)	10%&-2%
Cc1cc(C(=O)N2CC(Oc3ccc(-c4nc(-c5ccccc5)no4)cc3)C2)nn1C	-25%
COC(=O)[C@H](C(C)C)N(CCCc1cn(Cc2ccc(C)cc2)nn1)S(=O)(=O)c1ccc(F)cc1Br	-7%

Exported in markdown: entries from further up.
| Molecule | KDM5B inhibitor |
| --- | --- |
| CCOC(=O)c1nc2ccccc2nc1NCCc1ccc(OCC)c(OCC)c1 | 24% |
| Cc1cccc(N2CCN(C(=O)C3CCC(CNS(=O)(=O)c4cccs4)CC3)CC2)c1C (stereo not given) | -10% |

(list continues)
SMILES	KDM5B inhibitor
COc1cccc(N2CCN(C(C(=O)O)c3c[nH]c4ccc(NC(=O)CCC(=O)O)cc34)CC2)c1 (stereo not given)	-30%
Cc1ccc(NS(=O)(=O)c2c[nH]c3ccc([N+](=O)[O-])cc23)cc1	6%
O=C(NCCC1=CCCN(CCCn2cccc2)C1)c1ccco1	-61%
CCn1ncc(Br)c1C(=O)Nc1ccc(C(C)C)cc1	?
Cc1ccccc1-n1cnc2c(sc3nc(N4CCOCC4)c4c(c32)CCCC4)c1=O	?
O=C([C@@H]1C[C@H](F)CN1S(=O)(=O)Cc1ccc(Cl)cc1)N1CCc2ccccc2C1	17%
CCC1CCCCN1c1nc(-c2ccncc2)nc2ccccc12 (stereo not given)	?
Cc1cccc(C)c1NC(=O)CSc1nc2c(cc1C#N)CCCC2	17%
Cc1ccc(-c2nc(C(=O)NCCc3ccccc3)no2)cc1	34%
CCCn1cc(S(=O)(=O)c2ccc(OC)cc2)c(=O)c2cc(F)c(N3CCCCCC3)cc21	?
Cc1c2cnn(-c3ccccc3)c(=O)c2c(C)n1C(C)C(=O)Nc1ccccc1C(F)(F)F (stereo not given)	4%
Cc1ccc(F)cc1-c1nccc2c(=O)cc(N(C)C)oc12	40µM*
COCCCNC(=O)C[C@H]1C[C@@]2(C(=O)OC)C(=C[C@H](COCc3ccccc3)O[C@@H]2C)N(CCc2ccc(OC)c(OC)c2)C1=O	19%
COc1ccccc1CCC(=O)Nc1ccc(-c2nnc3n2CCCC3)cc1	-12%
CC1(C)CC(=O)C2=C(C1)OC1=C(C(=O)CC(C)(C)C1)C2c1ccccc1C(F)(F)F	7%
CC(Sc1cccc2cccnc12)C(=O)NC(=O)NC(C)(C)C (stereo not given)	-29%
CC(C)=CC(=O)OC(C)C(=O)Nc1ccc(N2CCOCC2)cc1 (stereo not given)	1%
Oc1ccc(-n2nnnc2SCc2ncc(-c3ccccc3)o2)cc1	-12%
COC(=O)N/N=C/c1ccccc1OCCOc1ccc(OC)cc1	-2%
CCn1c(N2CCN(CC(=O)c3c(C)n(C)c4ccc(OC)cc34)CC2)nc2c1c(=O)[nH]c(=O)n2C	-4%
CCCCOc1cccc(C(=O)Nc2cc3nn(-c4ccc(F)cc4)nc3cc2C)c1	-13%
CC(=O)c1cc(C(=O)N2CCC(n3nccc3NC(=O)CC(C)C)CC2)cs1	41%
Cc1nc(-c2ccc(F)cc2)n(CC(=O)Nc2cc(C(F)(F)F)ccc2Cl)c(=O)c1CCO	19%
CSc1cccc(NC(=O)CCc2ncc(-c3ccccc3)o2)c1	-6%
COCCN1C(=O)c2oc3cc(C)cc(C)c3c(=O)c2C1c1cccc(O)c1 (stereo not given)	-6%

Structural class, those above containing a cyano group
SMILES	KDM5B inhibitor
N#C/C(=C\c1ccc(-c2cccc(C(=O)O)c2)o1)C(=O)N1CCOCC1	-25%
Cc1cccc(C)c1NC(=O)CSc1nc2c(cc1C#N)CCCC2	17%

Returning to the listing, starting 2 compounds before the break.
SMILES	KDM5B inhibitor
CSc1cccc(NC(=O)CCc2ncc(-c3ccccc3)o2)c1	-6%
COCCN1C(=O)c2oc3cc(C)cc(C)c3c(=O)c2C1c1cccc(O)c1 (stereo not given)	-6%
CC(=O)N1c2ccc(S(=O)(=O)N3CCN(c4cccc(Cl)c4)CC3)cc2CC1C (stereo not given)	-12%
CCN1CCC(N2CC(Oc3cccc(C(=O)NCC4CC4)c3)C2)CC1	15%
COc1ccc2nc(/C=N/NC(=O)CCNC(=O)OC(C)(C)C)ccc2c1	?
O=C1CC(C(=O)NCc2ccc(C(F)(F)F)cc2)c2ccccc2N1 (stereo not given)	1%
COc1ccc(S(=O)(=O)N2CCc3c(C(=O)NCc4ccncc4)cccc32)cc1	?
CCN(CC)S(=O)(=O)c1ccc(-c2csc(-c3ccccc3OC)n2)cc1	-28%
CN(Cc1ccccc1)Cc1cn([C@H]2CO[C@H]3[C@@H]2OC[C@@H]3NC(=O)COc2ccccc2)nn1	-21%
CCNC(=O)N(C)Cc1nc(-c2ccc(C)cc2)no1	17%
COc1cccc2c1cc1c(=O)n(CC(=O)N3CCC(C)CC3)nc(C)n12	?
N#CCC(=O)c1ccc2c(c1)OCO2	-25%
Cc1cc(=O)oc2cc(OCC(=O)N3CCOCC3)ccc12	?
CN(C)C(=O)CNC(=O)c1cc2sccc2n1Cc1ccccc1	6%
Cc1cc(Cl)ccc1NS(=O)(=O)c1ccc2c(c1)CCN2S(C)(=O)=O	-4%
CN(Cc1ccncc1)Cc1ccc(-c2ccccc2)cc1	14%[86.2 µM]
CCCNC(=O)C1CN(C(=O)c2nn(Cc3ccccc3)c(=O)c3ccccc23)c2ccccc2O1 (stereo not given)	-6%
O=S(=O)(CCN1CCSCC1)c1ccc(Cl)cc1	?
COC[C@@H]1CN(C(=O)c2ccccc2OC)C[C@H]1c1ccncc1	17%
CC(C)N1CCN(C(=O)C2CCN(C(=O)N3CC4CC(C3)[C@H]3CCCC(=O)N3C4)CC2)CC1 (stereo not given in full)	-23%
O=C(c1cccc(Cl)c1)N1CCN(C(=O)c2nnn3c2COC(c2ccc(Cl)cc2)C3)CC1 (stereo not given)	-9%
COCCCn1c(=N)c(C(=O)NCC2CCCO2)cc2c(=O)n3cc(C)ccc3nc21 (stereo not given)	?
COc1ccc(C(=O)N2c3ccc(C)cc3C(C)(c3ccccc3)CC2(C)C)cc1 (stereo not given)	-24%
COc1ccc(OC)c(NC(=O)c2cc(=O)c3ccc(C)cc3o2)c1	-4%
COC(=O)c1ccc(C(=O)OC)c(NC(=O)N2CC3CCCN3c3ccccc32)c1 (stereo not given)	11%
CN1c2cc(C(=O)NCc3cc(F)cc(F)c3)ccc2C(=O)N2CCCCC21 (stereo not given)	?
CCc1nc(NC(=O)Cn2nc3c(cc2=O)CCCCC3)sc1C	15%
SMILES	KDM5B inhibitor
O=C(Nc1cccc(Cl)c1)C1C2C=CC3(O2)C1C(=O)N(CCN1CCCCC1)C3C(=O)NC1CCCCC1 (stereo not given)	27%
CCCNc1c(NC(=O)Nc2ccc(Cl)cc2)c(=O)oc2ccccc12	13%
COC(=O)[C@H](NC(=O)[C@@]1(O)C[C@@H](O)[C@H](O)[C@@H](NC(=O)CC2(CC(=O)O)CCCC2)C1)C(C)C	-5%
CCc1nn(CC(=O)NCCN(CC(C)C)CC(C)C)c(=O)c2cc3sc(C)cc3n12	-27%
COc1cc2c(cc1OC)C(CNC(=O)c1ccccc1C)N(C(=O)Nc1ccccc1)CC2 (stereo not given)	-5%
Cc1ccc(NC(=O)CC2Oc3ccc(C)cc3NC2=O)c(C)c1 (stereo not given)	-4%
O=C1NCCCCCN(C(=O)CN2CCOCC2)[C@H]2CCC[C@@H]12	18%
CCN(CC)C(=O)c1sc2c(c1C)c(=O)n(-c1ccc(OC)cc1OC)c(=O)n2CC(=O)c1ccc(Cl)cc1	-17%
Fc1ccc(-c2nc(CN3CCCC3c3cccs3)co2)cc1 (stereo not given)	-1%
Cc1nc(C)c(C(=O)C2=C(O)C(=O)N(CCN3CCOCC3)C2c2ccc(Cl)cc2)s1 (stereo not given)	-4%
O=C(CSCc1ccc(F)cc1)N1CCN(c2ccccc2F)CC1	-63%
O=C(CCc1c[nH]c2ccccc12)Nc1nnc(C2CCCCC2)s1	-28%
CCCC(=O)N1Cc2ccccc2CC2(CCN(Cc3ccc(NC(C)=O)cc3)C2)C1 (stereo not given)	-10%[115 µM]
O=c1ccc2ccc(OS(=O)(=O)c3ccc4c(c3)CCCC4)cc2o1	?
CCCCCCCOC(=O)c1c(C)oc2ccc(NS(=O)(=O)c3cccs3)cc12	?
COc1ccc(-c2ccnc(N[C@H]3CO[C@H]4[C@@H]3OC[C@H]4OC(=O)Nc3cccc4ccccc34)n2)cc1	?
CCOc1ccc(NC(=O)c2c(C)oc3nc(C)nc(N4CCOCC4)c23)cc1	-6%
Cc1ccc(Nc2sc(C(=O)c3ccccc3)c(N)c2S(=O)(=O)c2ccccc2)c(C)c1	4%
CCOC(=O)C1CCCN(S(=O)(=O)c2ccc3[nH]c(=O)oc3c2)C1 (stereo not given)	25%
Cc1ccc(SC(Sc2ccc(C)cc2)=C(Cl)/C=N/O)cc1	-7%
CCc1nnc2c(NCCc3ccc(OC)c(OC)c3)nc3ccccc3n12	-7%
COC(=O)c1cccc(NC(=O)NC(=O)c2ccccc2Cl)c1	7%
COc1ccc(/C=C/C(=O)c2ccc(C3CCCCC3)cc2)cc1O	-10%
Cc1ccc(-c2cc(C(=O)Oc3ccccc3)c3cc(C)ccc3n2)cc1	?
COC(=O)c1ccc2nc(C[C@@H]3C[C@@H](C(C)C)[C@H](CNC(=O)c4cnccn4)C=C3C)[nH]c2c1	-4%
SMILES	KDM5B inhibitor
Cc1ccc(C)c(-c2cc(C(=O)O)c3ccccc3n2)c1	2%
COc1cc(F)cc(-c2cccc(COc3cnc4c(ccn4CC(=O)O)c3)c2)c1	35µM*
Cc1ccc(Nc2nc(N)c(C#N)c(CC#N)c2C#N)c(C)c1	?
CCOc1ccc(NC(=O)c2cc(C)nc3c2c(C)nn3-c2cccc(F)c2)cc1	0%
COc1cccc(C2=NS(=O)(=O)N(C)C(C(=O)N3CCN(c4ccc(F)cc4)CC3)=C2)c1	2%
CCCCCn1nc(C(=O)OCc2ccc(C(=O)OC)cc2)c2ccccc2c1=O	13%
COCCOC1CCOC2(CCN(C(=O)c3ccccc3OC)CC2)C1 (stereo not given)	2%
CC(C)C[C@@H]1N[C@H](C(=O)NCCCn2ccnc2)Cc2c[nH]c3cccc1c23	?
CCOc1cc(=O)n2c(c1C(=O)NCCCOC(C)C)CCCCC2	14%
Cc1ccccc1C(=O)NCCc1c[nH]c2ccc(Cl)cc12	5%
CCN(CC)CCCNC(=O)c1ccc2c(Cl)c3c(nc2c1)CCCC3	-7%
COc1ccccc1C(C(=O)O)N1CCC(OCc2cccnc2)CC1 (stereo not given)	-14%
O=C1CN(Cc2ccc(-c3cc(F)cc(F)c3)cc2)CCN1c1nccc(Cl)n1	?
O=C(CC[C@@H]1CNC(=O)[C@@H]2C[C@H](NC(=O)Nc3cccc(Cl)c3)CN12)NCc1cccs1	-6%
CCc1nc(NCCCOC)c(C#N)c2c1CCCC2	?
C=CCNC(=O)N1CCC(O)(c2csc(CN3CCN(c4ccccn4)CC3)n2)CC1	6%
